Assay outcomes: PubChem BioAssay, National Center for Advancing Translational Sciences (NCATS)
GAA glycogen mod – GAA glycogen-cleavage inhibition or activation; Potency, µM (highest dose often 76.4 µM), for the others: top-dose activity change, negative = inhibition, actives largely listed as inhibitors; recombinant GAA, glycogen substrate, Amplex Red glucose oxidase fluorescence; 0.38% of 300,000 active; active = well fitted inhibition curve with a large enough effect;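 note: 0% = full enzyme reaction and -100% = no-enzyme basal signal; the screen sought inhibitors and activators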
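qHTS, 1536-well; enzyme 4 nM final; cpd up to 77 uM; substrate bovine liver glycogen 30 ug; 50 mM citrate/phosphate pH 5.0, 0.01% Tween-20; 37 C, 40 min; Amplex Red detection 45 min RT; Hill fit → AC50.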
* hit, by the source's call; [ ] = remark or other dose. Potency is the fitted concentration of half-maximal effect.

The opening two entries, to show the layout:
GAA glycogen mod | SMILES
2% | Cc1cccc(C(=O)O/N=C(\N)c2ccc(Cl)cc2)c1
2%[76.3 µM] | Cc1ccccc1OCCC(=O)N1CCN(S(=O)(=O)c2ccc(F)cc2)CC1

The listing, from the start:
GAA glycogen mod | SMILES
2% | Cc1cccc(C(=O)O/N=C(\N)c2ccc(Cl)cc2)c1
2%[76.3 µM] | Cc1ccccc1OCCC(=O)N1CCN(S(=O)(=O)c2ccc(F)cc2)CC1
10%[76.3 µM] | Cc1cc(C)n(-c2ccc(NC(=O)C3CCCCN3C(=O)c3cc(C)oc3C)cc2)n1 (centres undefined)
-4%[76.3 µM] | C=C(C)COc1ccc2c(C)c(CC(=O)N3C[C@H]4C[C@@H](C3)c3cccc(=O)n3C4)c(=O)oc2c1C
1%[76.3 µM] | COc1ccc(NC(=O)CSc2nc3ccccc3c(=O)n2CCCC(=O)NCC2CCCO2)c(OC)c1 (centres undefined)
1% | CO/N=C/C(c1ccc(Cl)nc1)S(=O)(=O)c1ccccc1 (centres undefined)
1% | CC(C)C(NC(=O)C1CCC(C(C)(C)C)CC1)C(=O)NCCc1ccc(S(N)(=O)=O)cc1 (centres undefined)
5% | Cc1ccc2c(c1)c1c(n2CC(O)CN2CCCCCC2)CCCC1 (centres undefined)
-3%[76.3 µM] | CCOC(=O)N1CCC(NC(=O)c2ccc(CS(=O)c3cccc(Cl)c3)o2)CC1 (centres undefined)
1%[76.3 µM] | O=C(Nc1ccc(Cl)cc1)c1cc(-c2cccs2)on1
-4% | O=C(NCCc1cccc(F)c1)C1CCN(S(=O)(=O)c2ccccc2)CC1
-5% | CS(=O)(=O)Nc1cccc(C(=O)OCCCOc2ccc(F)cc2)c1
1%[76.3 µM] | COc1cccc(N2CCN(c3ccc4nnc(CCC(=O)Nc5ccc(F)cc5)n4n3)CC2)c1
2% | COc1ccc(Nc2nc(N(C)c3ccccc3)nc(N)c2[N+](=O)[O-])cc1
-3%[76.3 µM] | O=S(=O)(c1cccc(COc2ccc(Cl)cc2Cl)c1)N1CCOCC1

As entered above:
Reading for `COc1ccc(Nc2nc(N(C)c3ccccc3)nc(N)c2[N+](=O)[O-])cc1` in GAA glycogen mod: 2%
Reading for `COc1cccc(N2CCN(c3ccc4nnc(CCC(=O)Nc5ccc(F)cc5)n4n3)CC2)c1` in GAA glycogen mod: 1%[76.3 µM]
Reading for `Cc1ccc2c(c1)c1c(n2CC(O)CN2CCCCCC2)CCCC1` (centres undefined) in GAA glycogen mod: 5%
Reading for `Cc1cc(C)n(-c2ccc(NC(=O)C3CCCCN3C(=O)c3cc(C)oc3C)cc2)n1` (centres undefined) in GAA glycogen mod: 10%[76.3 µM]
Reading for `COc1ccc(NC(=O)CSc2nc3ccccc3c(=O)n2CCCC(=O)NCC2CCCO2)c(OC)c1` (centres undefined) in GAA glycogen mod: 1%[76.3 µM]
Reading for `CC(C)C(NC(=O)C1CCC(C(C)(C)C)CC1)C(=O)NCCc1ccc(S(N)(=O)=O)cc1` (centres undefined) in GAA glycogen mod: 1%

Additional structures:
GAA glycogen mod | SMILES
-3%[76.3 µM] | O=C(N/N=C/c1cc(Br)cs1)C(O)c1ccccc1 (centres undefined)
-5%[76.3 µM] | Cc1c(C(=O)N(C)C2CCCCC2)sc2ncnc(N3CCN(c4ccccc4F)CC3)c12
-3% | CCOc1ccccc1NC(=O)NCCc1c[nH]c2ccccc12
5% | COC(=O)Cn1c(=O)c2c(nc3n2CCCN3CCc2ccc(OC)c(OC)c2)n(C)c1=O
2%[76.3 µM] | O=C(Nc1ccc(Cl)cc1)C1CCCC1
-26% | Nc1nc(Nc2ccccc2F)sc1C(=O)c1ccccc1
1% | COc1cc(NC(=O)COC(=O)CC(NC(C)=O)c2ccccc2)cc(OC)c1 (centres undefined)
1%[76.3 µM] | O=C(COC(=O)CCN1C(=O)C2CC=CCC2C1=O)NCCc1ccccc1 (centres undefined)
4%[76.3 µM] | CCOC(=O)c1c(NC(=O)c2ccc(S(=O)(=O)N3CCOCC3)cc2)sc2c1CCN(C(C)C)C2
-2% | COc1ccc(-c2cc(C3CC3)nc(N)c2C#N)cc1
-5%[76.3 µM] | CCOc1ccccc1C(=O)Nc1cc(C)ccc1NC(=O)c1ccco1
1%[76.3 µM] | Cc1noc(C)c1CC(=O)NC1CC(C)(C)Cc2c1cnn2-c1ccccc1 (centres undefined)
-10%[76.3 µM] | CC(C)(Cc1ccccc1)NC(=O)C(=O)c1cn(CC(=O)N2CCOCC2)c2ccccc12
-4%[76.3 µM] | COc1ccc([N+](=O)[O-])cc1NS(=O)(=O)Cc1ccccc1
1% | Cc1cccc(C(=O)NC2CCN(C(=O)Nc3ccc(F)cc3)CC2)c1

In another format: results already given.
O=C(COC(=O)CCN1C(=O)C2CC=CCC2C1=O)NCCc1ccccc1 (centres undefined)
  GAA glycogen mod = 1%[76.3 µM]
CCOC(=O)c1c(NC(=O)c2ccc(S(=O)(=O)N3CCOCC3)cc2)sc2c1CCN(C(C)C)C2
  GAA glycogen mod = 4%[76.3 µM]

Additional compounds follow:
GAA glycogen mod | SMILES
-18% | Fc1ccc(N=Cc2ccc[nH]2)cc1
4% | O=c1c2ccccc2ncn1-c1ccc([N+](=O)[O-])cc1[N+](=O)[O-]
2%[76.3 µM] | COc1ccc(-c2oc3ccccc3c2C(=O)OCc2ccccc2OC)cc1
4% | CCN(c1cc(C)cc(C)c1)S(=O)(=O)c1nnc(NC(=O)C(C)C)s1
0%[76.3 µM] | O=S(=O)(Nc1ncccn1)c1ccc(F)cc1
-2%[76.3 µM] | COc1cc(NC(=O)c2ccc(-c3cccc([N+](=O)[O-])c3)o2)ccc1NC(=O)C(C)C
5%[76.3 µM] | O=C(O)c1cc2c(cc1NC(=O)c1c(F)cccc1F)OCCCO2
18%[76.3 µM] | CC1CCC(NC(=O)c2cc(S(=O)(=O)N3CCCCC3)c[nH]2)CC1 (centres undefined)
-9%[76.3 µM] | Cc1ccc(NC(=O)CN(CCc2ccccc2)S(C)(=O)=O)cc1
-1% | COc1ccc(NC(=O)c2cc(C)no2)cc1OC
16%[76.3 µM] | CC(C)C[C@@H](COc1ccccc1)N1CCN(CCc2ccccc2)CCC1=O
-6%[76.3 µM] | CCC(=O)N1CCc2cc(S(=O)(=O)N3CCCCC3CC)ccc21 (centres undefined)
-11%[76.3 µM] | CCc1ccc(C(C)NC(=S)NC2CCCCC2)cc1 (centres undefined)
0% | OC1c2cc(Br)ccc2N=C2CCCN21 (centres undefined)
-8%[76.3 µM] | O=C1CCC(=O)N1c1ccccc1OS(=O)(=O)c1ccccc1

Arranged by the number under GAA glycogen mod (highest first): some entries from above
GAA glycogen mod | SMILES
4% | CCN(c1cc(C)cc(C)c1)S(=O)(=O)c1nnc(NC(=O)C(C)C)s1
0% | OC1c2cc(Br)ccc2N=C2CCCN21 (centres undefined)
-1% | COc1ccc(NC(=O)c2cc(C)no2)cc1OC
-18% | Fc1ccc(N=Cc2ccc[nH]2)cc1

Next section
GAA glycogen mod | SMILES
-13%[76.3 µM] | COc1ccc2[nH]c3c(=O)n(CCCC(=O)NC4CCC(C)CC4)c(=S)[nH]c3c2c1 (centres undefined)
3%[76.3 µM] | CC1CSC(N(C(=O)c2ccc(S(C)(=O)=O)cc2)c2ccc(Cl)cc2)=N1 (centres undefined)
-2% | O=C(c1cc(-c2ccc(O)cc2)on1)N1CCCC1
-5% | O=C(CC(=O)c1ccccc1)Nc1ccccc1C(F)(F)F
-1%[76.3 µM] | Cc1ccccc1N=Nc1c(O)n(C)c2ccccc12
-5%[76.3 µM] | Cc1ccc(OCC(=O)Nc2nnc(S(=O)(=O)N3CCCCCC3)s2)cc1C
-12%[76.3 µM] | Cc1ccc(S(=O)(=O)Nc2cc3c(C(=O)O)c(C)oc3c3ccccc23)c(C)c1
-3%[76.3 µM] | COc1ccc(-c2c(NC(=O)c3ccco3)oc3c(C)cccc3c2=O)cc1OC
-2%[76.3 µM] | Cc1ccc(C(=O)N2CCNC(=O)C2CC(=O)Nc2ccccc2)cc1 (centres undefined)
-1%[76.3 µM] | Cc1ccc(NC2CCCN(C(=O)c3ccccn3)C2)cc1C (centres undefined)
15%[76.3 µM] | CCOC(=O)C1CCCCN1Cc1cccc(Oc2ccccc2)c1 (centres undefined)
8%[76.3 µM] | COCCN1C(=O)N(c2ccc(OC)cc2)C(=O)C1CC(=O)Nc1cccc(F)c1 (centres undefined)
3% | COc1ccc(N(C(=O)Cn2nnc3ccccc32)C(C(=O)NCc2ccco2)c2ccncc2)cc1 (centres undefined)
1% | COc1ccc(S(=O)(=O)N(CC(=O)NCc2ccco2)c2ccc(F)cc2)cc1
0%[76.3 µM] | COc1ccc(OCC(=O)NNC(=O)Nc2cccc(Cl)c2)cc1
2% | OC(CN1CCN(C(c2ccccc2)c2ccccc2)CC1)c1ccc(Br)cc1 (centres undefined)
3%[76.3 µM] | O=c1c2ccccc2ncn1-c1ccccc1[N+](=O)[O-]
-1%[76.3 µM] | CCOc1cc(C(=S)N2CCOCC2)ccc1OC(=O)c1cccc(C)c1
-8%[76.3 µM] | Cc1ccc(CS(=O)(=O)Cc2ccc(C(=O)NC3CCCC3)o2)cc1
4%[76.3 µM] | Cc1c(C)n(Cc2ccc(F)cc2)c2ccc(C(=O)NCCN3CCOCC3)cc12
4%[76.3 µM] | CCOC(=O)C1CCN(C(=O)Cn2nc(C)n3nc(-c4ccc(CC)cc4)cc3c2=O)CC1
14%[76.3 µM] | COc1ccc(CC2CC(=O)N(c3ccc(C)cc3)C2=O)cc1 (centres undefined)
5% | COc1ccc(Cc2nnc(SCC(=O)Nc3ccc(N4CCOCC4)cc3)n2C)cc1
1%[76.3 µM] | Cc1cc(=O)n2nc(N3CCC(C(=O)Nc4c(F)c(F)c(F)c(F)c4F)CC3)sc2n1
-7%[76.3 µM] | CN1C(=O)/C(=C\c2ccc(OC(=O)c3ccco3)cc2)SC1=S
5.6µM* | COc1cc(/C=N/Nc2ccc(Cl)c(C(=O)O)c2)ccc1OC(=O)c1ccccc1F
4% | COc1ccc(CN(C)C(=O)c2cnc(C)cn2)c(OC)c1OC
-13% | Cc1ccc(S(=O)(=O)N[C@@H](Cc2ccccc2)C(=O)N2CCC(C(=O)N[C@H](C(=O)O)C(C)O)CC2)cc1 (some centres undefined)
9%[76.3 µM] | COCCN(CC1CCCN(C2Cc3ccccc3C2)C1)C(=O)CCSC (centres undefined)
2% | Cc1cccc(C(=O)Nc2ccc3c(c2)nc(C)n3C)c1
1%[76.3 µM] | COCCCN1C2=C(C(=O)CC(C)(C)C2)C(c2ccc(OC)c(OC)c2)C2=C1CC(C)(C)CC2=O
-19%[76.3 µM] | CSCC[C@H](NC(=O)c1ccc2ccccc2c1)C(=O)N1CCC2(CC1)NCCc1[nH]cnc12
-20%[76.3 µM] | CCc1nnc(NS(=O)(=O)c2ccc(NC(=O)c3ccc(C#N)cc3)cc2)s1
13% | CN1C(=O)c2ccc(NC(=O)c3c(C(=O)O)cccc3[N+](=O)[O-])cc2C1=O
-4%[76.3 µM] | COc1cccc(-n2c(C)cc(/C=C3\C(=N)N4N=C(CC(=O)N5CCOCC5)SC4=NC3=O)c2C)c1
-1% | CC(=O)c1cccc(N(CC(=O)NC2CCCC2)C(=O)c2ccc(C)s2)c1
-7%[76.3 µM] | Cc1ccc(C(=O)N2CC(C)CC(C)C2)cc1NC1=NC2CS(=O)(=O)CC2S1 (centres undefined)
5%[76.3 µM] | COc1ccc(-c2cc(=O)oc3cc(OC(C)C(=O)NCc4ccccn4)ccc23)cc1 (centres undefined)
-1%[76.3 µM] | CC(=O)N1CCc2c(sc(NC(=O)C3CCCCC3)c2C(N)=O)C1
-9%[76.3 µM] | COC(=O)c1c(NC(=O)COc2ccc(Cl)cc2)sc2c1CC(C)(C)NC2(C)C
2% | Cc1ccc2[nH]c(C)c(CCN(Cc3cccnc3)C(=S)NC(C)(C)C)c2c1
-8%[76.3 µM] | COc1ccc(S(=O)(=O)N2CCOC2CNC(=O)C(=O)NCCN2CCOCC2)cc1C (centres undefined)
-10%[76.3 µM] | CC(C(=O)NCCCn1ccnc1)(c1ccccc1)c1ccccc1
1%[76.3 µM] | O=C1CCC(C(=O)N2CCCC(N3CCN(c4cccc(C(F)(F)F)c4)CC3)C2)=NN1 (centres undefined)
6% | COc1ccccc1OCCCCN1CCC(C)CC1
1%[76.3 µM] | CCc1ccc(-c2cc(C)no2)cc1S(=O)(=O)N1CCN(c2ccccc2)CC1
-3%[76.3 µM] | Cc1ccc(NC(=O)NC2CCCCCCC2)c(C)c1
3%[76.3 µM] | CCN(Cc1ccccc1)S(=O)(=O)c1ccc(OC)cc1
-15% | CC(C)C(=O)Nc1ccc(NC(=O)c2cccc3c(Br)cccc23)cc1
2% | CC(CCc1ccccc1)NC(=O)CNc1cccc([N+](=O)[O-])c1 (centres undefined)
-1%[76.3 µM] | COc1ccc(OC)c(C2=NS(=O)(=O)N(C)C(C(=O)NCc3ccco3)=C2)c1
-20% | CNC(=O)N(O)C1N(/N=C/c2c(F)cccc2Cl)C(=S)SC1(C)C (centres undefined)
0%[76.3 µM] | COc1cccc2sc3ccc(C#CC4(O)CCCCC4)cc3c(=O)c12
-28% | COc1cc(/C=C/c2ccc3cccc(O)c3n2)c(Br)cc1O
6% | CCOc1cc(/C=C/c2nc3ccccc3c(=O)[nH]2)ccc1O
-3%[76.3 µM] | O=C1C2C3C=CC(CC3)C2C(=O)N1c1cccc(C(F)(F)F)c1 (centres undefined)
-1%[76.3 µM] | CC(=O)Nc1ccc(S(=O)(=O)N2CCN(CCc3ccccc3)CC2)cc1
-10%[76.3 µM] | COc1cccc(C(=O)COc2ccc(NC(=O)c3ccccc3)cc2)c1
-7%[76.3 µM] | Cc1cccc(NC(=S)N2CCN(S(=O)(=O)c3ccccc3)CC2)c1
-1%[76.3 µM] | CCc1nnc(SCC(=O)Nc2nnc(C)s2)n1CC1CCCO1 (centres undefined)

An excerpt (hit frequency here may not be typical).
